# Screening results deposited in PubChem by several laboratories.
# GDH-TPI inh: counter-screen for M. tuberculosis FBA inhibitors: GDH-TPI coupled enzymes | GDH-TPI coupled enzyme counterscreen, NADH absorbance | inhibition, % at 4.8 µM | 360,000 tested, 1.2% active | AID 588335;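 also: 0% = DMSO wells and 100% = wells lacking the enzyme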
# FadD28 binding: blocks FadD28 binding to the bisubstrate probe; fluorescence polarization; inhibition, % at 12.5 µM; 360,000 tested, 0.22% active; AID 588549; in the data active = inhibition above about 8.5%, passing the limit was not always enough
# FBA Mtb inh: inhibits M. tuberculosis FBA enzyme | purified M. tuberculosis FBA, fluorescence read-out | 360,000 tested, 2.3% active | inhibition, % at 1 µM | AID 588726 | P9WQA3; in the data active = inhibition above about 27%;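 also: 0% = vehicle and 100% = reference inhibitor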
# Target sequence (P9WQA3 whole entry, looked up): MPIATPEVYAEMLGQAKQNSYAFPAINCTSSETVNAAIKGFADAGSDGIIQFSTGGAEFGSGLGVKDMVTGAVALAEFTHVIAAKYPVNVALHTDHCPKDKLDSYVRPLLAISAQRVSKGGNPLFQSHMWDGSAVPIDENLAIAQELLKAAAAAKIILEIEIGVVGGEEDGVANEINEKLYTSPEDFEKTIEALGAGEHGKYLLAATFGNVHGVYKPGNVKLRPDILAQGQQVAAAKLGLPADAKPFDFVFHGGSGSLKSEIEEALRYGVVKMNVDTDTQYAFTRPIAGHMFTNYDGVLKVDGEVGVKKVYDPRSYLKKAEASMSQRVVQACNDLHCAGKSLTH
# PrPC TRFRET: cell surface PrPC inhibition, primary TR-FRET screen; TR-FRET read-out; inhibition, % at 13.8 µM; P04156; 370,000 tested, 0.43% active; in the data active = inhibition above about 24%; also: 0% = median of the test wells and 100% = reference compound wells
# CCHF vOTU inh: blocks the CCHF virus ovarian tumor domain protease. 370,000 tested, 0.55% active. CCHFV vOTU protease, Pep-AMC fluorescence. inhibition, % at 11.5 µM. AID 651958; also: 0% = vehicle wells with enzyme and 100% = no enzyme wells
# UGM FP inh: blocks M. tuberculosis UGM enzyme. purified UGM, fluorescence polarization probe displacement. AID 504406. inhibition, % at 10 µM. 320,000 tested, 0.06% active. P9WIQ1; in the data active = inhibition above about 10%, passing the limit was not always enough
# Target sequence (P9WIQ1 whole entry, looked up): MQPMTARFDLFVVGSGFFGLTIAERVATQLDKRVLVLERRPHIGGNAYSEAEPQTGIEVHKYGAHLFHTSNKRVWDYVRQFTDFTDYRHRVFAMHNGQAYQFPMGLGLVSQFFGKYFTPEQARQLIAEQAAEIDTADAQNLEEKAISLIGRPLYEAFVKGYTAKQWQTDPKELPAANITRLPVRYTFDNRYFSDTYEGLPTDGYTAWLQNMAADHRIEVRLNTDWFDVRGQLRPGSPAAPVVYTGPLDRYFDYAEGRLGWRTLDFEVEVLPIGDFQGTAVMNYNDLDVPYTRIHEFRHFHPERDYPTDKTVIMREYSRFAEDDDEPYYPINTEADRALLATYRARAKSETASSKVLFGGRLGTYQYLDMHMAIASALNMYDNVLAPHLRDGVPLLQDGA
# BioA inh: blocks M. tuberculosis BioA enzyme activity. purified M. tuberculosis BioA enzyme, plate reader. inhibition, % at 9.99 µM. 360,000 tested, 0.096% active. AID 602481; in the data active = inhibition above about 40%
# BoNT F protease: blocks Botulinum neurotoxin F light chain protease; Multiplex microsphere protease cleavage assay, flow cytometry; inhibition, % at 10 µM; 360,000 tested, 0.22% active; in the data active = inhibition above about 35%, passing the limit was not always enough; also: plate controls were buffer without enzyme for full effect and enzyme alone for no effect
# BoNT A protease: blocks Botulinum neurotoxin A light chain protease; multiplex microsphere protease substrate cleavage, flow cytometry; inhibition, % at 10 µM; 360,000 tested, 0.17% active; AID 588499; in the data active = inhibition above about 30%; also: plate controls were buffer without enzyme for full effect and enzyme alone for no effect
# Numbers without * were called inactive; / = not tested or not shown. Rule as the data show it, unless noted: active = inhibition above about 30%; inactive = the rest.
SMILES,GDH-TPI inh,FadD28 binding,FBA Mtb inh,PrPC TRFRET,CCHF vOTU inh,UGM FP inh,BioA inh,BoNT F protease,BoNT A protease
C[C@H](NC(=O)CCn1nnc2ccccc2c1=O)C(=O)O,-1.3,-2.1,2.2,5.3,-4.5,2.9,/,/,/
COc1ccc(C(=O)Nc2cnc3ccccn3c2=O)cc1,49.3*,-1.3,-1.4,-14.2,4.2,2.3,/,2.0,1.0
C=CCOc1ccc(C2c3c(oc4ccccc4c3=O)C(=O)N2CCCN2CCOCC2)cc1 (configuration not stated),6.0,-0.4,2.2,-9.1,-15.7,0.9,/,2.9,-0.1
COc1ccccc1C(CNc1ncnc2sc(C)c(C)c12)N(C)C (configuration not stated),3.3,-0.1,-2.2,4.8,10.1,2.5,1.3,0.1,1.7
OCC1(Cc2ccccc2)CCCN(Cc2ccc3c(c2)OCCO3)C1 (configuration not stated),11.0,-2.7,-0.7,-5.2,-9.1,-0.6,3.9,-10.7,-1.9
O=C(Nc1ccc2nc(-c3cccnc3)[nH]c2c1)c1ccccc1F,16.4,-1.2,2.5,-11.4,8.6,0.0,23.2,2.9,-1.3
O=C(C(Cl)c1ccccc1)N1CCOCC1 (configuration not stated),-3.3,0.1,-3.1,-3.7,-2.6,-0.4,-1.1,-2.5,-1.1
CN(N=Nc1nc[nH]c1C(N)=O)C1CCCCC1,/,-2.2,-0.8,-2.0,-0.7,/,-0.7,-7.5,1.5
CC(C)CCNC(=O)CN(Cc1ccc2c(c1)OCO2)C(=O)Cn1nnc(-c2cccs2)n1,2.0,-3.3,4.6,5.1,14.4,4.3,0.8,-6.4,-0.2
COc1cc(/C=N/n2cnn(Cc3ccccc3Cl)c2=S)cc(OC)c1OC,15.8,-0.4,4.3,-6.1,1.6,0.2,/,-3.9,-1.0

# Exported with each value named: entries from further up.
COc1ccccc1C(CNc1ncnc2sc(C)c(C)c12)N(C)C (configuration not stated)
  GDH-TPI inh: 3.3; FadD28 binding: -0.1; FBA Mtb inh: -2.2; PrPC TRFRET: 4.8; CCHF vOTU inh: 10.1; UGM FP inh: 2.5; BioA inh: 1.3; BoNT F protease: 0.1; BoNT A protease: 1.7

OCC1(Cc2ccccc2)CCCN(Cc2ccc3c(c2)OCCO3)C1 (configuration not stated)
  GDH-TPI inh: 11.0; FadD28 binding: -2.7; FBA Mtb inh: -0.7; PrPC TRFRET: -5.2; CCHF vOTU inh: -9.1; UGM FP inh: -0.6; BioA inh: 3.9; BoNT F protease: -10.7; BoNT A protease: -1.9

O=C(Nc1ccc2nc(-c3cccnc3)[nH]c2c1)c1ccccc1F
  GDH-TPI inh: 16.4; FadD28 binding: -1.2; FBA Mtb inh: 2.5; PrPC TRFRET: -11.4; CCHF vOTU inh: 8.6; UGM FP inh: 0.0; BioA inh: 23.2; BoNT F protease: 2.9; BoNT A protease: -1.3

O=C(C(Cl)c1ccccc1)N1CCOCC1 (configuration not stated)
  GDH-TPI inh: -3.3; FadD28 binding: 0.1; FBA Mtb inh: -3.1; PrPC TRFRET: -3.7; CCHF vOTU inh: -2.6; UGM FP inh: -0.4; BioA inh: -1.1; BoNT F protease: -2.5; BoNT A protease: -1.1

# Other results
SMILES,GDH-TPI inh,FadD28 binding,FBA Mtb inh,PrPC TRFRET,CCHF vOTU inh,UGM FP inh,BioA inh,BoNT F protease,BoNT A protease
COc1ccc(C2C(C#N)=C(N)OC3=C2C(=O)CC(C)(C)C3)c(OC)c1OC (configuration not stated),1.9,-0.4,2.3,1.5,3.5,-1.0,3.0,4.5,-0.6
CCOC(=O)c1c(NC(=O)CC2Sc3ccc(C(F)(F)F)cc3NC2=O)sc(C)c1C (configuration not stated),8.9,-0.2,-1.0,-5.3,0.4,1.9,/,-4.2,-1.2
CC(=O)Nc1c(O)nc(SCC(=O)N2CCN(c3ccc(F)cc3)CC2)[nH]c1=O,5.0,0.8,2.7,2.4,1.0,-3.3,1.5,-7.0,-1.4
O=[N+]([O-])c1ccc(Nc2nc(N/N=C\c3ccc4c(c3)OCO4)nc(N3CCCCC3)n2)cc1,34.7*,-3.3,-1.2,5.5,12.6,1.2,-2.0,-2.1,-0.1
COc1cc(COCC(O)CN2CCc3ccccc3C2)cc(OC)c1OC (configuration not stated),1.0,-1.2,-3.5,1.6,21.8,2.1,0.3,-4.6,-1.1
CCOc1ccc(NS(=O)(=O)c2ccc(C(=O)NCc3cccnc3)cc2)cc1,0.0,-1.9,-0.2,0.5,-8.4,1.3,/,7.8,5.8
CCCOc1ccc(F)cc1-c1cc(C(=O)NCc2cc(OC)cc(OC)c2)[nH]n1,2.2,-7.4,-3.5,2.5,7.4,/,-2.1,-1.5,-0.4
Cc1cc(C(=O)N/N=C/C=C/c2ccc3c(c2)OCO3)n[nH]1,49.8*,-0.5,2.7,-4.6,9.4,-1.2,1.9,-1.0,-0.5
CCCS(=O)(=O)N1CCC(C(=O)N2CCN(Cc3ccccc3)CC2)CC1,-1.9,-1.9,-5.3,-0.6,-1.9,-1.1,-2.7,1.2,-0.9
CCc1nnc(N/N=C/c2ccccc2Cl)n1N,7.2,1.2,-8.3,-5.5,84.3*,-2.3,2.4,-5.6,-0.7
COc1cc(NC(=O)Nc2nnc([C@H]3C[C@H](O)[C@@H](CO)O3)s2)cc(OC)c1,16.1,-5.7,2.6,-5.3,-11.4,/,-4.8,-10.2,-0.3
CC1CCCN(CCCNC(=O)c2ccc(CS(=O)(=O)c3c(Cl)cccc3Cl)o2)C1 (configuration not stated),-4.3,-1.1,2.4,-11.0,4.6,-2.3,-1.0,3.0,-0.3
O=C1NC(=O)N(CCNc2ncc(C(F)(F)F)cc2Cl)C(=O)C1Cc1ccc(Cl)cc1 (configuration not stated),2.3,1.6,2.4,-0.2,-0.4,-1.2,/,4.1,-0.9
O=C(NCc1cccc(F)c1)C1CCN(C(=O)c2sccc2-n2cccc2)CC1,2.5,0.8,0.8,-3.7,10.7,3.3,-1.5,-0.7,-1.0
Cc1cccc(N=C2NC(=O)/C(=C/C=C/c3ccco3)S2)c1,4.1,-2.2,-4.0,2.9,16.4,-0.4,/,-5.5,2.2
Cc1noc(C)c1S(=O)(=O)N1CCN(Cc2ccc3c(c2)OCO3)CC1,-5.9,-3.9,-0.7,-3.1,-3.6,-0.2,-0.2,-8.8,-0.8
COc1cc(SC#N)ccc1N=Cc1c(C)[nH]n(-c2ccc(Cl)cc2)c1=O,-12.2,-3.3,-1.1,5.0,2.0,-1.2,/,-8.8,1.0
COC(=O)c1ccc2nc(-c3ccc(C)cc3)c(Cc3ccc(C)cc3)n2c1,/,/,/,0.2,-2.0,/,/,8.6,0.8
CC1=C(C(=O)N2CCCCCC2)CC(CC(=O)NCCN2CCOCC2)C(=O)N1CCC1=CCCCC1 (configuration not stated),/,/,/,-5.2,-2.7,/,/,-2.9,0.0
C=C(C)COc1ccc(-c2n[nH]c(C)c2-c2ccc(OC)cc2)c(O)c1,9.4,-2.1,-4.5,-1.3,-3.4,-1.2,4.4,-3.3,-0.1
CC(C)OCCCNC(=O)C1CCC(CNS(=O)(=O)c2cccc3nsnc23)CC1 (configuration not stated),13.0,-2.6,-2.0,/,/,2.0,1.9,-8.0,-1.0
Cc1ccccc1NC(=O)Cn1nnc2ccccc21,4.7,-1.9,3.2,-0.6,5.5,-3.6,/,-5.7,-1.6
COc1ccc(N2CCN(S(=O)(=O)CCNC(=O)C3CC(=O)N(c4ccccc4)C3)CC2)cc1 (configuration not stated),4.3,0.5,0.2,7.4,4.3,-0.4,-1.9,0.4,-0.1
O=C(c1cccc(S(=O)(=O)N2CCCC2)c1)N1CCN(c2ncccn2)CC1,-4.7,-1.8,2.7,8.5,14.7,0.2,-2.0,-0.8,-0.8
COc1ccc(S(=O)(=O)Nc2ccc3c(c2)n(C)c(=O)n3C)cc1,0.0,0.6,3.1,-5.1,5.2,-1.9,/,0.7,-0.9
CCc1ccc(NC(=O)C2C3/C=C\CCCCC32)cc1 (configuration not stated),3.0,-1.3,3.0,6.0,-6.1,4.2,/,-5.8,-0.1
CCN1CCN(C(=O)C(C)Nc2cc(Cl)c(OC)cc2OC)CC1 (configuration not stated),0.6,0.4,-2.0,-6.9,-18.2,-1.8,/,-1.6,3.1
Cc1cc(C)n(-c2nc3c(c(=O)[nH]c(=O)n3C)n2CC(O)COc2ccccc2C)n1 (configuration not stated),-5.2,0.8,0.8,-1.5,-3.4,-1.6,/,7.9,0.3
Cc1c(C(=O)NCc2ccc3c(c2)OCO3)oc2ccc(Br)cc12,-0.9,-4.7,1.9,1.9,4.7,-1.0,-0.5,-0.7,-0.2
CCOC(=O)N1CCN(C(=O)CSCC(=O)Nc2nc(-c3ccccc3)cs2)CC1,8.9,-1.9,3.4,10.7,-6.6,-3.7,/,-1.5,-0.4
COCCCNC(=O)C[C@@H]1C[C@@]2(C(=O)OC)CCCCC=C2N(CCC2=CCCCC2)C1=O,/,/,/,4.4,1.8,/,/,8.5,-0.2
CCOC(=O)C1CCN(C(=O)CSc2ccccc2Cl)CC1,-2.5,-2.9,-1.6,-1.3,9.7,-1.4,0.1,3.0,0.7
CCCC(=O)NC(Nc1ccc(S(=O)(=O)Nc2cc(C)on2)cc1)(C(F)(F)F)C(F)(F)F,-2.9,-3.8,-0.6,-9.3,12.9,1.7,-2.0,6.0,1.0
O=C(NC1CCCC1)C(=O)N(Cc1cccnc1)C(C(=O)NCC1CCCO1)c1ccco1 (configuration not stated),3.2,0.6,-1.0,1.1,-9.8,-2.7,/,-2.7,0.4
Cc1ccc(C(=O)O)cc1-n1c(=O)n(Cc2ccccc2)c(=O)c2[nH]cnc21,10.3,-0.3,13.0,-0.6,-1.6,-0.6,-3.7,13.2,0.5
O=C(CSc1nccc(-c2cccs2)n1)Nc1ccccc1,13.2,-0.5,-2.8,8.6,0.7,0.3,/,/,/
Cc1c(C(c2cccc(O)c2)c2c(C)n(C)n(-c3ccccc3)c2=O)c(=O)n(-c2ccccc2)n1C,10.0,-0.5,-1.4,8.4,-15.0,2.3,0.8,12.4,0.9
CCOC(=O)[C@]12Cc3ccc(C)cc3[C@H]1N(C1CCCCC1)C(=O)c1ccccc12,/,/,/,33.0*,13.2,/,/,-8.3,-0.7
CCCCOC(=O)Nc1ccc(S(=O)(=O)Nc2cc(C)nc(C)n2)cc1,5.6,-0.1,1.9,-5.2,13.1,-0.5,-1.1,2.4,-0.2
Cc1nn(Cc2ccc(F)cc2)c(C)c1NC(=O)c1cnn2c1NC(c1ccccc1)CC2C(F)(F)F (configuration not stated),-3.8,-0.8,2.7,/,/,-1.6,13.0,-4.4,-0.5
NC(=O)c1ccsc1NC(=O)c1ccco1,14.1,-4.1,-1.3,6.7,5.5,0.6,-0.7,-3.0,0.4
COc1cc(Br)cc(C2C3=C(CCCC3=O)N(c3ccc(F)cc3)C3=C2C(=O)CCC3)c1O,-1.0,-2.6,-3.7,-4.6,-2.5,0.0,/,-6.8,-0.5
CCN(CC)c1ncnc2c1ncn2[C@H]1CN(Cc2ccncc2)C[C@@H](CO)O1,8.9,-0.9,2.8,9.0,18.1,/,-0.4,2.3,-0.2
CCC1COCCS(=O)(=O)N1Cc1ccc(C)cc1 (configuration not stated),7.6,-2.2,0.8,/,/,0.9,-1.0,-4.7,-1.3
Cc1ccc(C2=NNC(C(O)C(O)C(O)C(O)CO)S2)cc1 (configuration not stated),6.2,-1.4,2.5,0.5,1.1,3.8,-0.8,-18.5,1.0
O=C(CN1C2=NCCN2c2ccccc21)c1ccco1,-8.2,-2.4,0.8,-7.8,2.1,2.3,-2.6,-2.7,0.1
COCCCNC(=O)c1ccc(S(=O)(=O)c2ccc(C)cc2)c(NC(C)=O)c1,-0.4,-2.5,0.3,-2.6,2.3,-0.4,-0.6,-12.8,0.0
CN(CC(=O)Nc1ccc(Cl)c(C(F)(F)F)c1)C(=O)C1CCN(C(=O)c2ccc(Cl)cc2)CC1,2.5,0.1,4.9,1.3,7.7,/,0.2,-174.2,-119.9
N/C(=N\OC(=O)COc1ccc(Cl)cc1Br)c1cccnc1,0.3,-0.3,0.5,-0.3,9.7,0.2,/,-6.2,-1.0
O=C(Nc1cc(Cl)ccc1N1CCOCC1)c1ccc(N2CCCCC2)c([N+](=O)[O-])c1,6.3,0.6,3.1,2.0,-7.0,-1.4,0.1,-1.2,-0.5
O=C(O)c1cc(-c2ccccc2Cl)n[nH]1,13.6,-2.0,4.1,4.8,15.5,2.5,0.2,13.6,0.6
